# CIT2-GFP yeast: modulators of TOR pathway CIT2-GFP in S. cerevisiae; S. cerevisiae CIT2-GFP strain, flow cytometry, 3 h; 100 means same as DMSO wells; GFP response vs DMSO, % at 10 µM; 320,000 compounds, 0.065% hits; AID 2029;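 active = GFP response relative to DMSO above a set limit, near the screen mean plus 3 SD, cut at about 150% in these data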;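 note: ratio of well median GFP fluorescence to mean of DMSO wells on the plate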
# LAP4 TOR yeast: alters LAP4-GFP fluorescence in TOR pathway yeast screen. S. cerevisiae LAP4-GFP multiplex, flow cytometry GFP, 3 h; median GFP as percent of DMSO wells. GFP response vs DMSO, % at 10 µM. 320,000 compounds, 0.34% hits. AID 2023;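 active = GFP response vs DMSO above a set limit, about the screen mean plus 3 SD, cut at about 150% in these data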
# RPL19A TOR yeast: alters RPL19A-GFP fluorescence in TOR pathway yeast screen; 330,000 compounds, 0.3% hits; percent response vs DMSO, % at 10 µM; S. cerevisiae RPL19A-GFP strain, flow cytometry, 3 h; hits give low values;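 active = percent response vs DMSO below 50%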;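 note: median channel GFP fluorescence of the barcoded RPL19A-GFP strain; ratio of sample median GFP to plate DMSO average so 100% = DMSO; lower means less RPL19A-GFP as with rapamycin TOR inhibition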
# AHR activator: activates the human aryl hydrocarbon receptor; AHR-responsive luciferase reporter cells, luminescence; activation, % at 5 µM; 320,000 compounds, 2.5% hits; AID 2796; in the data active = activation above about 47%;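 note: 0% = vehicle wells and 100% = reference agonist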
# Target sequence (P35869 whole entry, looked up): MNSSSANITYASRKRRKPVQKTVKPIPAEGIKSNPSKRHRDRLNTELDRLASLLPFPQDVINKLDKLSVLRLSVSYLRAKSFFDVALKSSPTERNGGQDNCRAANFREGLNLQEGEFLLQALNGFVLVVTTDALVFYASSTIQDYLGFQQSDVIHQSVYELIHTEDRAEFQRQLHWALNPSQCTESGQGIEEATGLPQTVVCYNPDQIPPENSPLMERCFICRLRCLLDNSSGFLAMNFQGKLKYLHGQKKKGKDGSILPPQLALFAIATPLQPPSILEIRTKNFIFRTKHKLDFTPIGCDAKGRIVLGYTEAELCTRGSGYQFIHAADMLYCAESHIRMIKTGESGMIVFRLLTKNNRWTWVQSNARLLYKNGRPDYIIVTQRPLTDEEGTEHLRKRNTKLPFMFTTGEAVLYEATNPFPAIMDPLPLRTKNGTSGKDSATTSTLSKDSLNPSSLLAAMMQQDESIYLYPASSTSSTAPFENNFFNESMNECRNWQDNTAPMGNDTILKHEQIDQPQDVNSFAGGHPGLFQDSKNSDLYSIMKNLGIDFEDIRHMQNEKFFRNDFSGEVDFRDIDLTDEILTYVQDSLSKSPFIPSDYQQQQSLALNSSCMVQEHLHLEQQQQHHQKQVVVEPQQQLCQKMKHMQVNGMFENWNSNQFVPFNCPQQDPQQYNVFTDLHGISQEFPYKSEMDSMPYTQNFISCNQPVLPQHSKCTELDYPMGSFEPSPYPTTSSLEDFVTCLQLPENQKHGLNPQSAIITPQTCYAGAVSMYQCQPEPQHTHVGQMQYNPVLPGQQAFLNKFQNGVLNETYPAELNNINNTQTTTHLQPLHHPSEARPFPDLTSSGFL
# MEP2 TOR yeast: modulators of TOR pathway MEP2-GFP in S. cerevisiae; S. cerevisiae MEP2-GFP strain, flow cytometry GFP, 3 h; 100% = DMSO control level; GFP response vs DMSO, % at 10 µM; 330,000 compounds, 0.51% hits; AID 2016;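 active = GFP response versus DMSO above a set limit, roughly screen mean plus 3 SD, cut at about 180% in these data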;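 note: median GFP fluorescence of the barcode-gated MEP2-GFP cells per well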
# Yeast superoxide: yeast age-related superoxide inhibition as caloric restriction mimetic. S. cerevisiae aged cells, superoxide DHE fluorescence; hits give low values. superoxide response (% of plate mean), % at 10 µM. 330,000 compounds, 0.18% hits;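 active = superoxide response under a set limit, about three screen SD below normal, cut at about 65% in these data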;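 note: yeast aged for seven days with compound at 30 °C before DHE staining; 100% = average MFI of all compound-treated wells on the plate with controls excluded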
# AGP1 TOR yeast: alters AGP1-GFP fluorescence in TOR pathway yeast screen. 320,000 compounds, 0.02% hits. AID 2066. S. cerevisiae AGP1-GFP multiplex flow cytometry, 3 h; GFP as percent of DMSO wells. GFP response vs DMSO, % at 10 µM;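 active = GFP response relative to DMSO above a set limit, near screen average plus 3 SD, cut at about 150% in these data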;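 note: median GFP channel fluorescence of the gated AGP1 strain per well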
# Efflux pump mplx: antifungal efflux pump inhibition, Nile Red retention; S. cerevisiae Candida pump triplex; inhibition, % at 10 µM; 330,000 compounds, 0.44% hits; AID 485275;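 active = plate passing quality check with inhibition over a set limit, or well fluorescence over plate mean plus 4 SD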;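 note: Nile Red retained in pooled yeast measured as flow cytometry median fluorescence; 0% = buffer negative control and 100% = Enniatin B positive control; higher means more Nile Red kept so more efflux inhibition; some compounds called inactive have numbers as strong as hits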
# The depositor's hits bear a star; / = not tested or not shown.
no.	Structure	CIT2-GFP yeast	LAP4 TOR yeast	RPL19A TOR yeast	AHR activator	MEP2 TOR yeast	Yeast superoxide	AGP1 TOR yeast	Efflux pump mplx
1	CC1CCN(C(=O)CSc2nc(=O)n3cc(Cl)ccc3n2)CC1	109	103	106	9	108	102	111	0.1
2	CSc1nc(=S)n(-c2ccc([N+](=O)[O-])cc2)c(C)c1C(C)=O	105	85	109	0	102	96	101	0.3
3	C/C(CC(=O)Nc1cc(Cl)ccc1C)=N\NC(N)=O	100	104	98	3	106	104	103	0.2
4	O=c1[nH]c(SCc2ccc(Cl)cc2)nc2ccsc12	100	96	95	7	100	96	102	-0.3
5	CCCn1c(C)cc(C(=O)COc2ncnc3sccc23)c1C	91	95	102	16	97	97	100	-0.4
6	CC(CC(=O)Nc1cc(S(=O)(=O)N2CCOCC2)ccc1OCC(F)(F)F)c1ccccc1 (configuration not stated)	96	99	99	-1	98	104	99	-0.1
7	COc1ccc(CCN(C)C(=O)c2cc(-c3ccccc3)nc3ccccc23)cc1OC	92	84	106	/	101	97	90	0.9
8	Cc1cc(NC(=O)CSCc2ccccc2)no1	102	100	103	3	108	102	104	0.0
9	CCOc1ccc(CCNC(=O)C2CC(=O)N(CCc3ccc(OC)c(OC)c3)C2)cc1OCC (configuration not stated)	104	100	96	2	98	101	104	0.0
10	COC(=O)CNC(=O)C(Cc1ccccc1)NS(=O)(=O)c1ccc2c(c1)c(=O)n(C)c(=O)n2C (configuration not stated)	98	100	91	-1	91	90	98	-0.1
11	CN(C)CCNc1nc(-c2ccco2)c2c(c1C#N)CC(C)(C)OC2	105	98	100	-1	99	97	102	0.0
12	Cc1cc(C)cc(NC(=O)C(=O)NCCc2c[nH]c3ccccc23)c1	86	120	90	9	102	90	91	-0.1
13	C=CCN1C(=NC(=O)CC)SC2CS(=O)(=O)CC21 (configuration not stated)	95	99	98	1	93	119	95	0.1
14	CN1CCN(c2ncnc3c2c(-c2ccccc2)cn3-c2ccc(F)cc2)CC1	92	92	98	3	94	117	84	0.2
15	CCc1c(C)c2ccc(OC(C)C(=O)NC(Cc3c[nH]c4ccc(O)cc34)C(=O)O)c(C)c2oc1=O (configuration not stated)	104	101	100	0	100	90	103	-0.1
16	Cc1ccc(S(=O)(=O)N2CCOCC2)s1	/	85	115	2	103	86	100	0.0
17	CC(=O)Nc1ccc(NC(=O)C2CCCCN2S(=O)(=O)c2ccc(C(C)(C)C)cc2)cc1 (configuration not stated)	97	88	101	-2	106	96	94	1.5
18	O=C(NC1CCS(=O)(=O)C1)C1C2CC3CC(C2)CC1C3 (configuration not stated)	101	89	100	-2	92	75	96	-0.2
19	CC(C)Cc1nnc(NC(=O)CCc2ccccc2)s1	86	88	90	8	108	102	86	0.0
20	CCc1ccc(S(=O)(=O)N2CCN(Cc3ccco3)CC2)cc1	96	111	99	2	103	99	101	-0.1

no.	Structure	CIT2-GFP yeast	LAP4 TOR yeast	RPL19A TOR yeast	AHR activator	MEP2 TOR yeast	Yeast superoxide	AGP1 TOR yeast	Efflux pump mplx
21	O=C(NCc1cccs1)C1CCCN(S(=O)(=O)c2cccs2)C1 (configuration not stated)	92	91	97	0	96	105	101	0.0
22	O=C(CSc1nc(-c2ccco2)cc(C(F)(F)F)n1)Nc1ccccc1C(F)(F)F	99	100	94	-1	103	94	96	0.0
23	O=C1NN=C(c2ccccc2)CC1c1ccc(Cl)cc1Cl (configuration not stated)	93	96	101	1	103	108	100	0.1
24	CN(C)/C=C1\C(=O)N(c2ccc(Cl)c(Cl)c2)CS1(=O)=O	101	99	94	3	96	70	96	0.0
25	CCNc1nc(-c2ccc(OC(F)F)cc2)c(C)s1	96	95	97	4	105	96	104	-0.1
26	Cc1noc(-c2ccc(Cl)cc2)c1C(=O)O/N=C(\N)c1ccc(C(C)(C)C)cc1	/	/	103	0	103	125	/	0.1
27	Cn1c(=O)[nH]c(Nc2ccc(F)cc2)c([N+](=O)[O-])c1=O	104	91	102	2	109	92	98	0.2
28	COc1ccc(N2CCN(C(=O)CCc3c[nH]c4ccccc34)CC2)cc1	93	98	95	1	100	97	99	0.0
29	O=C(O)c1ccc(Sc2nnnn2-c2ccccc2)c([N+](=O)[O-])c1	93	91	99	4	96	105	93	0.2
30	COc1ccc(C(=O)NCc2nnc(SCC(=O)Nc3nc4ccccc4s3)o2)cc1OC	96	85	105	4	100	107	97	0.2
31	CN(C)C(=O)c1ccc(NC(=O)c2ccc(-c3ccc(Cl)cc3)o2)cc1	94	115	98	8	102	131	98	0.6*
32	O=C(CSc1nncs1)Nc1ccc(Cl)cn1	113	113	103	2	156	85	107	0.1
33	O=C(/C=C\c1cn(-c2ccccc2)nc1-c1cccs1)N1CCOCC1	96	100	103	37	100	78	97	-0.1
34	CCOC(=O)c1oc2c(CN3CCCCC3C)c(O)ccc2c(=O)c1-c1ccc(OC)c(OC)c1 (configuration not stated)	/	101	102	-4	104	93	105	0.0
35	CN(C)c1ccc(C(CNC(=O)c2ccco2)N2CCCC2)cc1 (configuration not stated)	100	97	100	2	106	92	103	0.0
36	N#Cc1c(NC(=S)NC(=O)C2CCCC2)sc2c1CCCCC2	106	96	114	38	113	94	90	-0.7
37	CCc1nc2ccccc2c(C(=O)Nc2cc(C)ccc2C)c1C	100	96	106	2	102	97	104	0.1
38	Cn1nc(C(C)(C)C)cc1C(=O)NNC(=O)c1cccc(Cl)c1	88	103	100	0	96	101	98	0.3
39	N#Cc1cc(S(=O)(=O)c2ccc(F)cc2)c(N)[nH]c1=O	96	90	95	-3	101	112	94	-0.5
40	CCc1ccc(NC(=O)CSc2nc(=O)n3cc(C)ccc3n2)cc1	106	107	100	0	110	102	104	-0.2

no.	Structure	CIT2-GFP yeast	LAP4 TOR yeast	RPL19A TOR yeast	AHR activator	MEP2 TOR yeast	Yeast superoxide	AGP1 TOR yeast	Efflux pump mplx
41	Cc1cc2c3c(c1C)C1(C(=O)N3C(C)(C)CC2C)C(C#N)=C(N)Oc2n[nH]c(C)c21 (configuration not stated)	93	89	94	23	92	89	88	0.1
42	CCNC(=O)COc1ccc(/C=C2\COc3ccccc3C2=O)cc1OC	80	94	100	7	91	90	87	0.4
43	Nn1c(SCc2cc([N+](=O)[O-])cc3c2OCOC3)nnc1-c1ccccn1	98	101	100	4	96	80	106	0.0
44	CC(=O)c1cccc(NC(=S)NC(=O)c2cccc(C)c2)c1	111	110	102	-1	108	102	103	-0.2
45	Cc1cccc(NC(=O)c2ccc(NCC3CCCO3)c([N+](=O)[O-])c2)c1 (configuration not stated)	97	90	96	-3	100	92	97	0.0
46	O=C(NC(=S)NCCc1ccccc1)c1ccccc1	108	110	106	69*	109	90	97	0.2
47	O=C(N/N=C/c1ccncc1)C12CC3CC(CC(C3)C1)C2	90	102	96	25	103	105	95	0.1
48	CCC(=O)N(c1nnc(SCC(=O)Nc2ccc(N3CCOCC3)cc2)s1)C1CC1	88	86	87	1	93	93	92	-0.1
49	Cc1cc(NC(=O)c2cc(C(C)C)on2)nn1Cc1ccc(Cl)cc1	96	113	106	3	108	105	107	0.6
50	O=C(COC(=O)CC1CCCC1)Nc1ccc(Cl)cn1	108	86	100	-1	103	112	108	0.0
51	Cc1c(C(=O)NCCN2C(=O)S/C(=C\c3cccnc3)C2=O)cccc1[N+](=O)[O-]	95	104	95	4	99	98	102	0.4
52	CN(C)CCN(C(=O)CCS(=O)(=O)c1ccccc1)c1nc2cc3c(cc2s1)OCO3	95	95	101	3	101	90	95	0.0
53	CCCCNC(=O)CSc1nc2ccc(C)cc2[nH]1	97	93	105	30	108	89	95	0.0
54	O=C(Nc1nc(-c2cccnc2)cs1)c1ccc([N+](=O)[O-])cc1	101	111	97	35	95	114	106	-0.1
55	O=C(NCCCN1CCOCC1)c1ccc2c(=O)n(Cc3ccccc3)c(=S)[nH]c2c1	110	100	104	0	108	102	108	-0.4
56	Cc1cccc(NC(=O)C2CCCN(S(=O)(=O)c3c(C)nn(C)c3C)C2)c1 (configuration not stated)	100	108	97	4	102	101	104	-0.1
57	Cc1c(Cl)cnc(NC(=O)COC(=O)c2ccncc2)c1Cl	107	107	107	3	109	96	112	-0.1
58	CN(Cc1nccn1C)C(=O)CC1C(=O)NCCN1Cc1cccc(Oc2ccccc2)c1 (configuration not stated)	94	95	99	2	105	121	97	0.2
59	Cc1nccn1CC(O)Cn1c2ccccc2c2ccccc21 (configuration not stated)	118	108	110	2	110	102	/	-0.1
60	C=CCn1c(SCC(=O)N(CC)C2CCS(=O)(=O)C2)nc2ccccc2c1=O (configuration not stated)	94	106	99	0	97	100	105	0.0

no.	Structure	CIT2-GFP yeast	LAP4 TOR yeast	RPL19A TOR yeast	AHR activator	MEP2 TOR yeast	Yeast superoxide	AGP1 TOR yeast	Efflux pump mplx
61	CCOC(=O)C1=C(C)NC(C)=C(C(=O)OCC)C1C(=O)OCC(N)=O	100	100	103	1	97	110	97	0.0
62	CC(C)(C)c1nc2ccccc2c2nnc(SCC(=O)Nc3nc4ccccc4s3)n12	98	104	101	2	105	100	100	0.0
63	CCc1ccc2c(c1)cc(C)c1nnc(SCC(=O)Nc3cc(OC)c(OC)cc3C(=O)O)n12	105	102	100	0	100	102	102	0.1
64	CC(NC(=O)c1ccc(CS(C)(=O)=O)cc1)c1ccc(-n2ccnc2)cc1 (configuration not stated)	/	78	104	5	103	86	93	0.0
65	O=C(O)c1cccc(-n2cccc2/C=C2\NC(=O)N(Cc3ccc(F)cc3)C2=O)c1	/	89	83	2	106	91	94	0.0
66	CCOC(=O)CN1C(=O)S/C(=C/c2ccc3c(c2)n(C)c(=O)n3C)C1=O	109	86	108	0	96	103	94	-0.1
67	CC(C)NC(=O)C1CCN(C2CCN(C(=O)c3ccc4cccc(F)c4n3)CC2)CC1	104	105	95	7	93	192	112	-0.1
68	Nc1ncnc2c1ncn2C1CCCC1	85	119	93	2	99	93	82	0.0
69	Cc1ccc(-c2nnn(CC(=O)N(c3ccccc3)C(C(=O)NC3CCCC3)c3ccncc3)n2)o1 (configuration not stated)	104	90	105	-1	107	92	99	0.0
70	COc1ccc(Cc2nnc(SC)[nH]c2=O)cc1OC	/	84	100	-2	96	96	97	0.0
71	O=C(O)CSc1c(-c2ccccc2)[nH]c2ccccc12	104	91	107	35	99	105	98	0.1
72	COc1cc2c(cc1OC)-c1cc(NC3CCCC3)nc(=O)n1CC2	97	101	101	7	105	97	101	0.1
73	COc1ccc(CNC(=O)C2CC(c3ccccc3[N+](=O)[O-])=NO2)cc1 (configuration not stated)	89	109	104	14	95	114	94	0.1
74	Cc1ccc(N2CC(=O)N(NC(=O)c3sc4nc(C)cc(C)c4c3N)CC2=O)cc1	93	101	101	2	102	94	101	-0.1
75	Cc1occc1-c1nnc(SCC(=O)c2c(N)n(C3CC3)c(=O)[nH]c2=O)n1C	99	99	99	-1	95	128	100	-0.1
76	Cc1ccc(NC(=O)Nc2ccccc2)c(Br)c1	97	100	102	2	105	97	101	0.1
77	S=C(NCc1cccc(Cl)c1)NCc1ccco1	82	80	110	/	105	100	90	0.1
78	COCC(=O)Nc1nc(-c2ccc([N+](=O)[O-])cc2)cs1	87	117	93	-1	94	93	95	0.0
79	CC(OC(=O)CCc1nc2ccccc2c(=O)[nH]1)C(=O)Nc1cccc(C(F)(F)F)c1 (configuration not stated)	109	105	104	0	106	119	107	-0.1
80	O=C1CSc2ccc(S(=O)(=O)NCc3ccc(F)cc3)cc2N1	93	95	92	0	95	95	95	0.2
81	Cn1ccnc1SCC(=O)N1CCN(S(=O)(=O)c2ccccc2)CC1	109	98	111	1	112	91	104	0.0
82	COc1ccc([C@@H]2[C@@H]3C(=O)N(C(C)(C)C)C(=O)[C@@H]3[C@]3(Cc4ccc(Cl)cc4)C(=O)N(c4ccc(OC)cc4)C(=O)N23)cc1	68	125	98	1	93	106	82	0.1
83	O=C(CSc1ccc(Cl)cc1)Nc1ccc(N2CCN(C(=O)c3ccco3)CC2)cc1	98	106	100	0	101	115	103	-0.1

# From PubChem
